Compound activity deposited in PubChem BioAssay by several laboratories.
MgcRacGAP inhibition – MgcRacGAP GTPase-activating activity inhibitors, confirmation, biochemical, ADP Hunter fluorescence; MgcRacGAP-stimulated Rac1 GTP hydrolysis, ADP Hunter fluorescence; higher % means a stronger effect; GST-tagged Rac1 F28L mutant substrate; one-dose inhibition, % at 30 µM; IC50 in µM for titrated hits; 340,000 tested, 0.6% active; AID 624330;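 active = first-screen hits whose inhibition reached a set limit at any dose in the follow-up dose series; inconclusive = inhibition above the set first-screen limit but never retested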;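 also: fluorescence reports GDP produced by GAP-driven GTP hydrolysis; strong numbers were not always called active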
Myeloid diff 2 – myeloid differentiation induction; ER-HoxA9 myeloid progenitors, lysozyme-GFP differentiation, flow cytometry; calls only at 10 µM; 360,000 tested, 1% active; AID 624256;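 active = normalized GFP-positive differentiation at or above the plate's own cutoff, the solvent-only control mean plus 3 SD; inconclusive = no clear call, values can overlap the other calls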;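 also: cells exposed to compound for four days before flow analysis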
Myeloid diff 2 GFP+ MAC1+ % – second read-out of Myeloid diff 2, no call of its own (marks repeat the call); GFP+ MAC1+ double positive, %; measured here: differentiation confirmed by MAC1 staining
Starred values were filed as active, the others as inactive; i = inactive; ? = inconclusive; + = active, no number. The list is partial; the hit share may differ from the screen's.

Values run as follows: MgcRacGAP inhibition, Myeloid diff 2, Myeloid diff 2 GFP+ MAC1+ %
> COc1cccc(S(=O)(=O)N(C)C[C@@H]2OCc3cnnn3CCCC(=O)N([C@H](C)CO)C[C@@H]2C)c1
  16%, i, 0.9
> COc1ccccc1NS(=O)(=O)c1ccc(NC(=O)c2ccccn2)cc1
  6%, i, 0.6
> N#CCN(C(=O)CSc1nnc(C2CC2)n1C1CC1)c1ccccc1
  6%, i, 1.6
> C[C@H]1Cn2cnc(C(=O)Nc3cccc(Cl)c3)c2C(=O)N1
  8%, i, 0.3
> COc1ccc(C(CNC(=O)c2cccc(S(=O)(=O)Nc3ccc(F)cc3)c2)N2CCCC2)cc1 (stereo unspecified)
  6%, i, 2.4
> COc1ccc(S(=O)(=O)N2C[C@H]3CON(C)[C@H]3C[C@H]2c2ccc(-c3cc4ccccc4o3)cc2)cc1
  5%, i, 1.2
> C[C@]12CC[C@H](O)C[C@@H]1CC[C@@H]1[C@@H]2CC[C@@]2(C)[C@H]1CCC(=O)[C@]21CCCO1
  7%, i, 1.5
> COc1ccc(NC(=O)c2ccc(NC(=O)c3nc4nc(C)cc(C)n4n3)cc2)cc1
  -2%, i, 0.6
> Cc1ccc(S(=O)(=O)NNC(=O)C23CCC(CC2)C3)cc1
  5%, i, 1.1
> C[C@@H]1CN([C@H](C)CO)C(=O)CCCn2cc(nn2)CO[C@H]1CN(C)S(=O)(=O)c1ccccc1
  12%, i, 1.0
> C[C@@H]1CN([C@@H](C)CO)C(=O)CCCn2nncc2CO[C@H]1CN(C)S(C)(=O)=O
  7%, i, 0.8
> O=C(OCc1cc(=O)n2ccsc2n1)C1(c2ccccc2)CC1
  18%, i, 2.2
> O=C(O)C(SC(C(=O)O)c1ccccc1)c1ccccc1 (stereo unspecified)
  3%, i, 1.4
> O=C(O)C(c1ccccc1)C1(O)CCC1 (stereo unspecified)
  -1%, i, 0.7
> C[C@@H]1C(c2ccccc2)=NN(c2ccc(Br)cc2)[C@H]1C(=O)N1CCOC1=O
  9%, i, 0.4

Ordered by SMILES length (smallest number first): part of the list above
Values run as follows: MgcRacGAP inhibition, Myeloid diff 2, Myeloid diff 2 GFP+ MAC1+ %
> O=C(O)C(c1ccccc1)C1(O)CCC1 (stereo unspecified)
  -1%, i, 0.7
> O=C(OCc1cc(=O)n2ccsc2n1)C1(c2ccccc2)CC1
  18%, i, 2.2
> C[C@H]1Cn2cnc(C(=O)Nc3cccc(Cl)c3)c2C(=O)N1
  8%, i, 0.3
> COc1ccccc1NS(=O)(=O)c1ccc(NC(=O)c2ccccn2)cc1
  6%, i, 0.6
> COc1ccc(S(=O)(=O)N2C[C@H]3CON(C)[C@H]3C[C@H]2c2ccc(-c3cc4ccccc4o3)cc2)cc1
  5%, i, 1.2

Back to the main list with the 2 entries that preceded the break.
Values run as follows: MgcRacGAP inhibition, Myeloid diff 2, Myeloid diff 2 GFP+ MAC1+ %
> O=C(O)C(c1ccccc1)C1(O)CCC1 (stereo unspecified)
  -1%, i, 0.7
> C[C@@H]1C(c2ccccc2)=NN(c2ccc(Br)cc2)[C@H]1C(=O)N1CCOC1=O
  9%, i, 0.4
> COc1cccc(C(CCc2cc(OC)c(OC)c(OC)c2)NC(C)=O)c1 (stereo unspecified)
  1%, i, 0.9
> Cc1ccccc1NC(=O)CN1CCCC1
  ?, i, 1.5
> Cc1cc(C)n2nc(C(=O)Nc3cccc(S(=O)(=O)N4CCOCC4)c3)nc2n1
  2%, i, 0.1
> Clc1ccccc1N=Nc1ccccn1
  6%, i, 1.5
> COc1ccc(S(=O)(=O)NC(C)c2ccc3c(c2)OCCO3)cc1 (stereo unspecified)
  19%, i, 1.3
> O=S(=O)(c1ccc(C(F)(F)F)cc1)N1CCN(CCOc2ccccc2)CC1
  -2%, i, 0.6
> C[C@]12c3[nH]c4cc(-c5ccco5)ccc4c3CCN1C(=O)[C@@H](CC(=O)NCCCn1ccnc1)C[C@@H]2C(=O)N1CCOCC1
  16%, i, 1.3
> Cc1cn(CC(=O)NCCCn2ccnc2)c(=O)[nH]c1=O
  6%, i, 0.9
> Cc1ccc(CSCC(=O)Nc2cc(S(=O)(=O)N3CCOCC3)ccc2OCC(F)(F)F)cc1
  1%, i, 0.7
> Cc1ccc(S(=O)(=O)N(C)C[C@@H]2OCc3cnnn3CCCC(=O)N([C@H](C)CO)C[C@H]2C)cc1
  6%, i, 0.3
> O=CNc1c(Br)cc2c(c1Br)Cc1cc(Br)ccc1-2
  -6%, i, 0.6
> Cc1ccc(S(=O)(=O)NCC(NCc2ccc(F)cc2)c2ccccc2)cc1 (stereo unspecified)
  3%, i, 1.2
> O=C1OCCN1C(=O)[C@H]1[C@H](c2ccc([N+](=O)[O-])cc2)C(c2ccc(F)cc2)=NN1c1ccccc1
  7%, i, 1.2
> CC(=O)N1CCN(C(C)=O)c2ccccc21
  -7%, i, 1.0
> CCOC1(OCC)OC(c2ccccc2)=C(C#N)C(C=Cc2ccccc2)C1(OCC)OCC (stereo unspecified)
  13%, i, 0.6
> CCOC(=O)c1ccc(S(=O)(=O)N2CCC(N3CCCCCC3)CC2)cc1
  16%, i, 0.5
> Cc1ccc(S(=O)(=O)N(CC(=O)Nc2ccc(C)c(Cl)c2)C(=O)N2CCN(C)CC2)cc1
  7%, i, 0.7
> COc1ccc(OC)c(C2C/C(=N/O)C(C)C(c3cc(OC)ccc3OC)N2)c1 (stereo unspecified)
  -15%, i, 0.9
> O=S(=O)(c1cc(Cl)cc(Cl)c1)N1CCC2CC1c1cc(Cl)ccc12 (stereo unspecified)
  7%, i, 0.9
> C=CCn1c(C)nnc1SCC(=O)Nc1cc(S(=O)(=O)N2CCCC2)ccc1Cl
  5%, i, 1.1
> CCOC(=O)C1=C(C)N(C[C@@H]2CC[C@@H](Cc3ccc(-c4ccccc4)cc3)O2)C(=O)NC1c1ccc(Cl)cc1 (stereo partly specified)
  9%, i, 0.6
> CC(=O)N1CCc2cc([N+](=O)[O-])ccc21
  -2%, i, 1.8
> Cc1ccccc1OCC(=O)OCC(=O)NC12CC3CC(CC(C3)C1)C2
  15%, i, 0.7
> COc1ccc(-n2c(-c3ccc(Cl)cc3)n[nH]c2=S)c(OC)c1
  10%, i, 0.9
> O=[N+]([O-])c1ccc2nc[nH]c2c1
  4%, i, 0.8
> COc1cccc(OCc2cc(C(=O)N(C)C3CCCCC3)no2)c1
  8%, i, 0.4
> Cn1nc(SCc2ccccc2)c(=O)[nH]c1=O
  3%, i, 0.4
> CN(C)c1ccc(CNC(=O)CCc2ccc(S(=O)(=O)N3CCCCCC3)cc2)cc1
  6%, i, 1.7
> C[C@H](CO)N1C[C@H](C)[C@@H](CN(C)C(=O)Nc2ccccc2)Oc2cc(Br)ccc2S1(=O)=O
  15%, i, 0.9
> CN(CC(=O)Nc1ccc(Cl)cc1)CC(=O)Nc1sc2c(c1C(N)=O)CCC2
  11%, i, 0.3
> COc1ncnc2c1ncn2CCCNC1CCN(Cc2ccccc2)CC1
  18%, i, 1.8
> CSC[C@H]1CN(c2ccc(Br)cc2)C(=O)[C@@H]1CC(=O)Nc1ccccc1
  8%, i, 0.6
> C/C(=N/NC(=O)c1nnn(-c2nonc2N)c1CSc1ccc(C)cc1)c1ccncc1
  16%, i, 1.2
> O=C(CN(c1ccccc1Cl)S(=O)(=O)c1ccccc1)NC1CC2CCC1C2 (stereo unspecified)
  6%, i, 0.7
> COc1ccc(CCC(=O)Nc2ccc(N3CCOCC3)c(S(=O)(=O)Nc3ccc(OC)cc3)c2)cc1
  4%, i, 0.4
> CC1=CC2=NC(=O)C(c3ccccc3)C(=O)N2C=C1 (stereo unspecified)
  3%, i, 0.9
> COc1cc(OC)c(OC)cc1C=Cc1ccc2ccccc2n1
  11%, i, 1.1
> Cc1ccc(C(=O)N(Cc2nnc(-c3ccccc3Cl)o2)C2CC2)o1
  8%, i, 0.6
> CC1=NN(c2ccccc2C)C(=O)C1
  -2%, i, 7.3
> CCC(C)c1ccccc1N1CC(C(=O)N2CCN(c3ccccc3)CC2)CC1=O (stereo unspecified)
  6%, i, 0.6
> CN1CCn2cnc(C(=O)NCC(=O)OC(C)(C)C)c2C1=O
  13%, i, 0.5
> CSc1ncnc2c1ncn2CCCNc1ccc(C)c(C)c1
  207µM*, i, 0.4
> Cc1cn(C2CC(O)C(CO)O2)c(=O)n(CCCc2ccccc2)c1=O (stereo unspecified)
  12%, i, 1.0
> COc1cc2cncc(Cc3ccccc3)c2cc1O
  -2%, i, 0.7
> COc1ccc(NC(=O)N(C)[C@H]2C[C@H]3c4[nH]c5ccccc5c4CCN3C(=O)[C@H]2[C@H](C)O)cc1
  13%, i, 0.9
> COc1ccc(N=C2c3ccccc3-c3ccc([N+](=O)[O-])cc32)cc1
  2%, i, 2.0
> CCc1ccc(CNCCNC(=O)c2ccco2)cc1
  6%, i, 0.1
> Oc1ccccc1C=NN=CC=Cc1ccccc1
  2%, i, 1.2
> NC(=S)NN=Cc1c[nH]c2nccnc12
  14%, i, 0.2
> CCOC(=O)C1CCN(C(=O)c2sc3ncn(CC(=O)N4CCCCC4)c(=O)c3c2C)CC1
  8%, i, 0.6
> O=C(C1CCCCC1)N1C[C@H](n2cc(-c3ccc(F)cc3)nn2)[C@@H](O)C[C@@H]1c1ccccc1
  5%, i, 0.2
> CCOC(=O)C1Oc2ccccc2C(C(=O)OC)=C1C(=O)OC (stereo unspecified)
  7%, i, 2.1
> CC(=O)N1CCCC1C(=O)O (stereo unspecified)
  7%, i, 2.0
> CCN1CCCC1CNC(=O)c1ccc2c(c1)NC(=O)/C(=C\c1ccccc1Cl)S2 (stereo unspecified)
  9%, i, 1.0
> O=C(COC(=O)c1cc(S(=O)(=O)N2CCOCC2)ccc1Cl)c1ccc[nH]1
  4%, +, 23*
> COc1ccc(OC)c(NS(=O)(=O)c2ccc(-n3cccn3)cc2)c1
  9%, i, 0.3
> O=C1CCCCC1(CCc1ccncc1)CCc1ccncc1
  1%, i, 0.8
> O=C1NC(=O)C2(CCCCCCC2)N1
  0%, i, 1.3
> C=CCn1c(C)cc(-c2csc(NC(=O)C3CCN(c4ncnc5sc(C)c(C)c45)CC3)n2)c1C
  6%, i, 1.4
> c1ccc2c(C3OCC4(CCCC4)CO3)cccc2c1
  -9%, i, 1.6

(list continues)
Values run as follows: MgcRacGAP inhibition, Myeloid diff 2, Myeloid diff 2 GFP+ MAC1+ %
> CC1Cc2cc(-c3csc(NC(=O)CCl)n3)ccc2N1C(=O)C1CC1 (stereo unspecified)
  3%, i, 0.8
> COc1ccc(-c2csc(NC(=O)CS(=O)(=O)c3ccccc3)n2)c(OC)c1
  7%, i, 1.9
> O=C1c2ccccc2CCC12OC2c1ccc([N+](=O)[O-])cc1 (stereo unspecified)
  -2%, i, 1.3
> COc1cccc(CCC2C(=O)CCCC2=O)c1
  -8%, i, 0.4
> Cc1ccc2c(Cl)c(Cc3ccccc3)c(=S)[nH]c2n1
  5%, i, 0.2
> COc1cc(NC(=O)CSc2nc3[nH]ncc3c(=O)n2-c2ccccc2)cc(OC)c1OC
  0%, i, 0.4
> C/C(=N\NC(=O)c1ccccc1OCCOc1ccccc1)c1ccccc1F
  11%, i, 0.6
> CCCCn1c2nc3ccccc3nc2c2c(=O)n(CC(C)C)cnc21
  10%, i, 0.1
> CCN(C(=O)COC(=O)C1CC1C)c1c(N)n(Cc2ccccc2)c(=O)[nH]c1=O (stereo unspecified)
  6%, i, 0.9
> CC(C)(C)C(=O)NCc1ccc(C(=O)CSc2nnc3n2CCCCC3)s1
  9%, i, 1.0
> CCOC(=O)CC[C@H](NC(=O)Cn1cnc(C(=O)Nc2ccc(C)c(C)c2)n1)C(=O)OCC
  -1%, i, 0.9
> Cc1cccc(C(=O)NCN2CCN(c3ccccc3C#N)CC2)c1
  3%, i, 2.6
> O=c1cc(-c2ccco2)oc2ccccc12
  2%, i, 0.4
> COc1ccc(C(=O)c2ccc(Br)cc2)c(OC)c1OC
  -6%, i, 1.0
> C[C@H](CO)N1C[C@H](C)[C@@H](CN(C)Cc2ccc(F)cc2)Oc2ncc(Br)cc2C1=O
  19%, i, 0.6
> CCn1c(N2CCN(C(c3ccccc3)c3ccccc3)CC2)nc2c1c(=O)[nH]c(=O)n2C
  3%, i, 0.6
> c1ccc(Cn2ccnc2C2OCCO2)cc1
  8%, i, 1.1
> CCCCN1CC(Br)C(=O)NC1=O (stereo unspecified)
  3%, i, 1.3
> O=Cc1c[nH]c2ccc(NC(=O)OCc3ccccc3)cc12
  2%, i, 1.0
> COc1c(Cl)cc(C(=O)Nc2cccnc2)cc1Cl
  18%, i, 1.1
> CC(=O)Nc1cc2c(cc1Cl)-c1ccccc1C2
  0%, i, 1.1
> Cn1ncc2c(=S)nc(Cl)[nH]c21
  16%, i, 0.4
> O=C(Oc1ccc[nH]c1=O)c1ccccc1
  6%, i, 0.8
> O=C(NNC(=O)c1cccc2ccccc12)c1cccc(Cl)c1
  8%, i, 2.0
> O=c1[nH]nc(Sc2ccccc2)c(=S)[nH]1
  4%, i, 1.2
> CC(C)NC(=O)C1CC(=O)N(CCc2ccc(F)cc2)C1 (stereo unspecified)
  5%, i, 1.6
> CCOCc1c(C(=O)N2CCN(CCOc3ccc(Cl)cc3)CC2)oc2ccccc12
  2%, i, 0.9
> CCOc1ccc(NC(=O)CN(C)C(=O)c2c(C)nn(Cc3ccccc3Cl)c2C)cc1OCC
  1%, i, 1.4
> Cc1ccccc1S(=O)(=O)N1C[C@H]2CON(C)[C@H]2C[C@H]1c1cccc(Br)c1
  6%, i, 0.4
